FBW7 activator = human FBW7 E3 ligase activation, primary screen; Q969H0; AlphaScreen FBW7–phospho-cyclin E peptide binding, activator screen; normalized activity (activation), % at 26.1 µM; actives 0.13% (n = 650,000); in the data active = normalized activity above about 1.9%;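 also: purified mutant Fbw7 with reduced substrate affinity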
MITF primary = human MITF inhibition, primary screen; actives 0.91% (n = 650,000); inhibition, % at 2.6 µM; AlphaScreen MITF homodimerization, bead proximity signal; O75030; in the data active = inhibition above about 50%;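 also: 0% = vehicle wells with protein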
Target sequence (O75030 whole entry, looked up): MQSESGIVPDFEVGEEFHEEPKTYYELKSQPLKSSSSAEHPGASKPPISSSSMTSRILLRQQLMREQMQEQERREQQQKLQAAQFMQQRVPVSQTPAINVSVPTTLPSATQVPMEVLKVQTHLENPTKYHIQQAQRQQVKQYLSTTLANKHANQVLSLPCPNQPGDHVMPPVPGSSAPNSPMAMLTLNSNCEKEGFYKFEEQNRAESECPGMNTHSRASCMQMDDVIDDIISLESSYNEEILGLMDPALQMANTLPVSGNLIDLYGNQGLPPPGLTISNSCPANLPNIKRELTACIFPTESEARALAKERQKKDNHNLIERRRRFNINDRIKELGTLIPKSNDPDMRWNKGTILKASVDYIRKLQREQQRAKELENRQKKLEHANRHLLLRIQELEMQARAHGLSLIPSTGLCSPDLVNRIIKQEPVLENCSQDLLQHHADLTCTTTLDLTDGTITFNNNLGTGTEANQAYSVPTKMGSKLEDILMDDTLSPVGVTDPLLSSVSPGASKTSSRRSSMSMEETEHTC
GPR151 activ = activates the human receptor GPR151 | Q8TDV0 | PathHunter beta-arrestin GPR151 cells, luminescence | activation, % at 11.2 µM | actives 1% (n = 650,000) | AID 1508602; in the data active = activation above about 4.9%;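 also: 0% = median of compound wells and 100% = cells with positive control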
Target sequence (Q8TDV0 whole entry, looked up): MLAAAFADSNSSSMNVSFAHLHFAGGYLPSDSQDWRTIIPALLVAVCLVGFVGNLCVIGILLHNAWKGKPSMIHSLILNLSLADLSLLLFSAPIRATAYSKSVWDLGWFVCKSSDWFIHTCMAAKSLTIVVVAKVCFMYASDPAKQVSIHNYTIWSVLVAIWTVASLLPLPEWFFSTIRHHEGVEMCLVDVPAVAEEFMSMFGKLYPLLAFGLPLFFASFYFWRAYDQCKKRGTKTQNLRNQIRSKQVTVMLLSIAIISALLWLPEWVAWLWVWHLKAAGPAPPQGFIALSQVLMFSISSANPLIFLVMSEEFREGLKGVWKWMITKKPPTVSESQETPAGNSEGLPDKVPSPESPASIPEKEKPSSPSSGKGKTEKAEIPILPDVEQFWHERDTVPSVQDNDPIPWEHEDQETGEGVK
TEAD-YAP block = TEAD-YAP interaction inhibition | AID 1259422 | HEK-TIYL cells, TEAD-Gal4/YAP UAS-luciferase luminescence | actives 1.4% (n = 640,000) | inhibition, % at 9.12 µM; in the data active = inhibition above about 32%;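 also: 0% = median of test compound wells and 100% = reference inhibitor wells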
Starred values were filed as active, the others as inactive; nt = not tested or not shown. Compounds were not picked by outcome, and some 3.4% of all compounds hit somewhere here.

SMILES | FBW7 activator | MITF primary | GPR151 activ | TEAD-YAP block
O=C1c2ccc([N+](=O)[O-])cc2S(=O)N1c1ccccc1 (stereo not given) | -0.1 | -3 | 0.1 | -21
COc1ccc(C(=O)c2oc3ccccc3c2NC(=O)c2ccco2)cc1 | -0.1 | -12 | -0.9 | -6
Cn1c(N2CCN(C(=O)NC34CC5CC(CC(C5)C3)C4)CC2)nc2ccccc21 | 0.0 | 6 | 3.2 | 11
COc1ccc(S(=O)(=O)Oc2c(OC)cc(C=O)cc2OC)cc1 | -0.1 | -1 | 0.4 | 39*
Cc1ccc2c(c1)-c1c(cnn1CC(=O)NCc1cccs1)CO2 | 0.5 | 10 | 0.4 | 19
Cc1ccc(Nc2cc(C(=O)NCCN3CCOCC3)c3ccccc3n2)cc1C | 0.1 | -2 | -0.5 | -3
CCN(CC)CCN(C)Cc1coc2ccc(C)cc2c1=O | 0.5 | 38 | 0.1 | 7
O=C(c1ccc2c(=O)n(Cc3ccc4c(c3)OCO4)c(=S)[nH]c2c1)N1CCN(c2cccc(Cl)c2)CC1 | 0.1 | 12 | -1.1 | 5
Cn1c(=O)n(CC(=O)NC2CCCCC2)c(=O)c2ccccc21 | 0.0 | -4 | -1.0 | 23
O=C(NCc1ccccc1)N(CCc1nc2ccccc2[nH]1)Cc1cccnc1 | -0.1 | -2 | 2.4 | -4
COC(=O)C1=CN(C)C=C(C(=O)OC)C1c1ccc(OC)c(OCc2ccccc2)c1 | -0.1 | -4 | -0.7 | -4
Cc1cc(C)c(C(=O)N2CCC(C(Cc3ccccc3)N(C)C(=O)Cn3cccn3)CC2)[nH]1 (stereo not given) | 0.2 | -17 | 0.3 | -15
O=C(c1cccc(Cl)c1)N1CCN(Cc2cccc(F)c2)CC1 | 0.0 | 67* | 0.4 | 3
CSC1=NC(=Nc2cccc(C)c2)C2(CCCCC2)N1c1ccccc1C | -0.4 | -2 | -1.4 | 2
CCOC(=O)c1sc(NC(=O)COc2ccc3c(C)cc(=O)oc3c2)nc1C | -0.1 | 11 | -1.4 | 0
CCOC(=O)C1=C(C)N=c2s/c(=C\c3cccc(OCc4ccc(Cl)cc4)c3)c(=O)n2C1c1ccc(OC)c(OC)c1 (stereo not given) | 0.2 | 0 | -1.0 | -2
CCOCCCNC(=O)c1ccc2c(c1)ncn2-c1ccc(CC)cc1 | 0.1 | 1 | 0.7 | 7
COc1ccc(CNC(=O)NCC2(O)CCCC2)cc1 | 0.7 | 12 | -0.5 | -4
Cc1cc(N2CCN(c3ncccn3)CC2)nc2ccc(NC(=O)c3cccnc3)cc12 | 0.0 | 12 | 0.3 | -13
C=CCn1c(C(C)C)nc2ccccc21 | 0.0 | 6 | 0.8 | 8
COc1ccc(C2C(C#N)=C(N)Oc3n[nH]c(C)c32)cc1COc1ccccc1[N+](=O)[O-] (stereo not given) | -0.1 | -4 | -1.4 | 10
CC(=O)NC1(c2cccc(F)c2)CCN(CC(=O)Nc2ccccc2C(N)=O)CC1 | -0.1 | -4 | -0.9 | 8
CN1CCCN(Cc2cc(Br)cc(Br)c2O)CC1 | -0.1 | 6 | 0.4 | 7
COc1ccc(C2CC(=O)C3=C(C2)Nc2ccccc2NC3c2ccc(F)cc2)cc1 (stereo not given) | -0.1 | 0 | -0.2 | -5
N#Cc1cccc(NC(=S)NC2CC2)c1 | 0.4 | 14 | -0.9 | -3

Other records.
SMILES | FBW7 activator | MITF primary | GPR151 activ | TEAD-YAP block
CCOC(=O)c1c(/N=C/c2c(O)n(C)c3ccccc23)sc2c1CCC2 | -0.4 | 2 | -0.9 | 4
CCOc1ccc(CCNC(=O)Cn2cc3c(n2)CCCCC3)cc1 | 0.0 | 11 | 0.1 | 1
CC1=C(C(N)=O)C(c2cccc(O)c2)n2nc(SCc3ccccc3F)nc2N1 (stereo not given) | 0.2 | -8 | 2.0 | -8
CN(c1nc(Cc2ccccc2)nc2sc3c(c12)CCCC3)C1CCCCC1 | 0.0 | 6 | 0.7 | 3
COCCNc1cc(C)nc2c(-c3ccccc3OC)c(C)nn12 | 0.5 | 18 | -1.0 | 8
CN1C(=O)c2ccc(NC(=O)c3ccc(-c4nc5ccccc5s4)s3)cc2C1=O | 0.1 | 3 | 1.6 | 3
CN1C(=O)C(C)(C)c2cc(S(=O)(=O)N3CCN(c4ccccc4F)CC3)ccc21 | -0.3 | 1 | 5.1* | -9
CC(C)(C)c1ccc(-c2nn(CCC#N)cc2C=C(C#N)C#N)cc1 | 0.1 | -4 | -0.5 | -6
O=C(O)CCNS(=O)(=O)c1ccc(C2CCCCC2)cc1 | -0.1 | 8 | 0.7 | 9
O=C(Nc1cc(Br)ccc1O)c1cc(-c2ccco2)on1 | 0.1 | 5 | 0.9 | -10
CCC1CN(CCNC(=O)CSc2nc(C)cs2)Cc2cc(OC)ccc2O1 (stereo not given) | -0.1 | -1 | 2.2 | 1
CCCCc1ccc(NC(=O)CSCc2cc(=O)[nH][nH]2)cc1 | 0.2 | -11 | -0.7 | 2
O=C(O)/C(=C/c1ccccc1)NC(=O)c1ccccc1 | 0.0 | 9 | 1.4 | 12
CCCOc1ccc(/C(O)=C2/C(=O)C(=O)N(CCCN3CCOCC3)C2c2ccc(OC)c(OC)c2)cc1C (stereo not given) | 0.4 | 0 | -0.3 | 10
O=C(C1CC1)N1CCc2cc(Br)cc(S(=O)(=O)Nc3ccc(F)cc3)c21 | -0.1 | -2 | 0.4 | 18
COc1ccc(N2CCN(c3nc(Cc4ccccc4)nc4sc5c(c34)CCCC5)CC2)cc1 | 0.2 | 25 | 0.7 | 6
O=C(N/N=C/c1cccc(O)c1)c1cccc(NC(=O)c2ccccc2Cl)c1 | 0.1 | 8 | 1.5 | -5
CCCCC(C(=O)O)C(C)CC(=O)NC1CCCCC1 (stereo not given) | 0.2 | -3 | -0.8 | -1
CC(=O)NS(=O)(=O)c1ccc(NC(=S)NC(=O)c2cccs2)cc1 | 0.0 | -7 | -1.5 | 2
Cc1cc(C)cc(NC(=O)C2CC3CCC2C3)c1 (stereo not given) | 0.1 | -8 | -0.2 | -4
COC(=O)c1ccc(/C=N/NC(=O)COc2ccc(C)cc2Br)cc1 | 0.1 | 4 | 0.3 | 4
CCC(=O)Nc1sc2c(c1C(=O)Nc1ccc(Cl)cc1)CCC2 | 0.0 | 9 | -0.5 | -2
Cc1cc(/C=C(\C#N)C(=O)NCc2cccs2)c(C)[nH]1 | 0.1 | 8 | -0.4 | -20
COc1ccc(CNc2ccc(-c3nc4cc(C)ccc4s3)cc2)cc1OC | -0.1 | 8 | 1.7 | -1
CCCCC/C=C\C/C=C\C/C=C\C/C=C\CCCC(=O)OC(CO)CO | nt | 2 | 1.9 | nt

Remaining list, next part.
SMILES | FBW7 activator | MITF primary | GPR151 activ | TEAD-YAP block
COCc1cc(C)nc(N/N=C/c2ccc(-c3ccc([N+](=O)[O-])cc3Cl)o2)c1C#N | -0.1 | -2 | -0.9 | 6
c1cc2c(cc1CNc1ccc(N3CCCC3)cc1)OCO2 | 0.2 | 12 | -0.9 | 0
CCOC(=O)C(=Cc1ccc(N(C)C)cc1)C(=O)OCC | 0.2 | 5 | -0.8 | 14
Cc1ccc(NC(=O)c2cnn3c(C(F)(F)F)cc(-c4ccco4)nc23)cc1 | 0.0 | 4 | -0.4 | -5
Cc1nonc1CN(C)C(=O)c1ccc(OC2CCN(C(=O)c3cccnc3)CC2)cc1 | 0.0 | 12 | -0.9 | 4
Nc1nnc(SCCN2CCN(CCSc3nnc(N)s3)CC2)s1 | 0.1 | 5 | -1.2 | -5
CCCN(CCC)CCNC(=O)c1cc2c(=O)oc3ccccc3c2s1 | 0.5 | 21 | -2.2 | 7
OCCN1CCN(c2cc(-c3cccnc3)nc(-c3ccncc3)n2)CC1 | 0.1 | -5 | -0.6 | 11
O=C(NCCN1CCOCC1)C(=O)NCc1ccc2c(c1)OCO2 | 0.0 | -1 | 0.4 | 5
COc1ccc(CNC(=O)C/C(C)=N/NC(=O)c2ccc(F)cc2)cc1 | 0.6 | 19 | -1.1 | -16
Cc1ccc2cnn(CC(=O)NCCc3ccc(Cl)cc3)c2c1 | 1.0 | 18 | -1.4 | 9
O=C(Nc1ccc(Br)cc1)C1C2C=CC3(O2)C1C(=O)N(C1CCCCC1)C3C(=O)NC1CCCCC1 (stereo not given) | -0.2 | -1 | -1.5 | -5
CC(=O)c1cc(C)n(-c2ccc(Cl)cc2)c1C | 0.3 | 13 | 0.7 | -13
OCc1ccc(OCc2ccccc2F)c(Br)c1 | -0.1 | -3 | -1.2 | -39
COCCN(CC(=O)NCC1CCCO1)C(=O)CCC(=O)Nc1ccccn1 (stereo not given) | 0.1 | 0 | -0.1 | -6
CC1=C(C(=O)OCCc2ccccc2)C(c2ccccc2[N+](=O)[O-])C2=C(CCCC2=O)N1 (stereo not given) | -0.2 | 12 | -0.5 | 48*
COc1cccc(C=Nc2cccnc2)c1O | 0.1 | 5 | 4.6 | 4
CCc1ccc(S(=O)(=O)NCCc2cn3ccc(C)cc3n2)cc1 | 0.0 | 4 | 2.5 | 0
COC(=O)c1ccc(C(=O)N2CC(=O)Nc3ccccc32)cc1 | 0.1 | 15 | 0.6 | 12
O=C(NC1CCCCC1)c1ccc2c(=O)n(-c3cc(C(F)(F)F)ccc3Cl)c(=S)[nH]c2c1 | 0.4 | 10 | -1.3 | -5
Cc1cc2c(=O)[nH]cnc2s1 | 0.4 | -5 | -0.6 | -13
COc1ccc([N+](=O)[O-])cc1C1N(c2cccc(C)c2)CCN1c1cccc(C)c1 | -0.1 | 10 | -1.4 | -9
O=C(Nc1ccccc1C(=O)N1CCCC1)c1ccc(Cl)c([N+](=O)[O-])c1 | 0.0 | -7 | 1.2 | 5
CN(C)S(=O)(=O)Nc1ccc2c(c1)OCCO2 | -0.1 | -3 | 0.8 | -13
CCOC(=O)N/N=C/c1cc(C)n(-c2ccccc2)c1C | -0.1 | 22 | -0.8 | -6

Continuation.
SMILES | FBW7 activator | MITF primary | GPR151 activ | TEAD-YAP block
Cc1cc2nc(-c3cccc(NC(=O)c4cc(Cl)ccc4Cl)c3)oc2cc1C | 0.2 | 18 | -1.5 | -7
O=C(C1CCCN(c2nnc(N3CCCC3=O)s2)C1)N1CCC(N2CCCCC2)CC1 (stereo not given) | 0.1 | 2 | -1.0 | -3
Cc1ccc(-c2[nH]nc3c2C(c2ccccc2C(F)(F)F)C(C#N)=C(N)O3)cc1 (stereo not given) | 0.2 | 7 | 0.2 | 3
Clc1ccc(-c2csc3ncnc(Oc4ccc5ccccc5c4)c23)cc1 | 0.0 | 6 | -1.2 | -11
Cc1ccc(C)c(N2CCN(CCN3CCCCC3)CC2)c1 | -0.3 | -5 | 2.6 | 15
CCOC(=O)c1c(NC(=O)CSc2c[nH]c3ccccc23)sc2c1CCCC2 | -0.1 | -9 | 0.6 | 10
N#Cc1cnc2ccccc2c1N1CCC(C(=O)NCc2ccccc2)CC1 | 0.1 | 3 | 1.7 | -1
CCOC(CNC(=O)C1CCN(c2nc3ccccc3[nH]2)CC1)OCC | -0.1 | -4 | -0.3 | -4
COc1cccc(NC(=O)CN2C(=O)CSCC2=O)c1 | 0.8 | 22 | 1.1 | 9
COc1ccc(N/N=C(\C#N)C(=N)N2CCCCCC2)cc1 | 0.0 | 11 | -1.1 | -69
O=[N+]([O-])c1ccc2[nH]c3ccccc3c2c1 | 0.0 | 17 | -0.2 | 2
COc1cc(/C=C(/C#N)C(=O)NCC2CCCO2)ccc1OCc1ccc(C(=O)O)cc1 (stereo not given) | -0.1 | 5 | 1.9 | -14
CCCCCOc1ccc(NC(=O)C(=O)NCC2CCCO2)cc1 (stereo not given) | 0.9 | 13 | -0.8 | -6
COc1ccc(/C=C/C(=O)NCCC2=CCCCC2)cc1 | 0.2 | 16 | -0.1 | -9
COc1cc2[nH]c(=O)n(CCC(=O)NCCC(C)C)c(=O)c2cc1OC | 0.0 | -1 | -0.1 | -8
Cc1ccc(-c2nnn(C3CCN(C(=O)c4cscn4)CC3)n2)cc1 | 0.0 | 8 | 1.4 | 6
NC(=O)COC(=O)c1ccccc1SCC(=O)NC1CCCCCC1 | 0.0 | 4 | 0.9 | -9
O=C(c1cn(-c2ccc(Cl)cc2)c(=O)c2ccccc12)N1CCN(c2ccc(F)cc2)CC1 | 0.0 | 12 | 0.0 | 3
